# LYP phosphatase: PTPN22 lymphoid phosphatase activity blockers – biochemical, fluorescence intensity, uHTS (AID 1779); inhibition, % at 11.5 µM, or IC50 in µM where a hit was titrated; recombinant LYP phosphatase, fluorescence intensity; higher % means a stronger effect; 0.054% of 290,000 active;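 further: plate controls were vehicle with enzyme for no effect and no enzyme for full effect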
# KOR beta-arrestin-1: kappa opioid receptor activators – cell-based, luminescence, uHTS, primary screen (AID 1777); KOR beta-arrestin recruitment, luminescence; higher % means a stronger effect; activation, % at 10 µM; hits with a dose series show EC50 in µM; 0.02% of 280,000 active; in the data active means activation above about 50%, passing the limit was not always enough; further: a part of the inactive calls stands beside numbers as strong as those of hits
# human PMI inhibitors: MPI inhibition at elevated mannose 6-phosphate – biochemical, fluorescence intensity, high mannose 6-phosphate, primary screen (AID 1220); recombinant PMI enzyme, coupled fluorescence intensity; higher % means a stronger effect; inhibition, % at 20 µM; hits with a dose series show IC50 in µM; 0.66% of 190,000 active
# KOR beta-arrestin-2: kappa opioid receptor blockers – cell-based, luminescence, uHTS (AID 1778); KOR beta-arrestin recruitment, luminescence, antagonist mode; higher % means a stronger effect; inhibition, % at 10 µM; hits with a dose series show IC50 in µM; 0.091% of 290,000 active; further: strong numbers were not always called active
# XIAP displacement: small molecules displacing peptide from XIAP – biochemical, IAP family, fluorescence polarization (AID 1018); displacement, % at 20 µM, or IC50 in µM where a hit was titrated; 0.007% of 200,000 active; XIAP BIR domain, fluorescence polarization peptide displacement; higher % means a stronger effect; in the data active means displacement above about 50%; further: a part of the inactive calls stands beside numbers as strong as those of hits
# NOD1 NF-kB reporter: inhibition of NOD1-driven NF-kB reporter – cell-based, luminescence, uHTS, primary screen (AID 1578); NOD1-driven NF-kB luciferase reporter cells, luminescence; higher % means a stronger effect; inhibition, % at 4 µM, or EC50 in µM where a hit was titrated; 1% of 290,000 active; in the data active means inhibition mostly above about 36%, no sharp cut-off; inactive means mostly below about 34%;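 further: HEK-293T reporter cells stimulated with the NOD1 agonist gamma-tri-DAP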
# PMI inhibitors: inhibitors of human PMI, primary screen, biochemical, fluorescence intensity, coupled assay (AID 1209); purified PMI enzyme, coupled fluorescence intensity; higher % means a stronger effect; one-dose inhibition, % at 20 µM; IC50 in µM for titrated hits; 0.42% of 190,000 active;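 further: plate controls were DMSO vehicle for no effect and wells lacking substrate for full effect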
# NOD2 inhibition: NOD2 signaling inhibitors, cell-based, luminescence, uHTS, HEK293 (AID 1566) | inhibition, % at 4 µM; hits with a dose series show EC50 in µM | HEK293 NOD2/NF-kB luciferase reporter, luminescence; higher % means a stronger effect | 0.63% of 290,000 active; further: many of its hits are not listed in these tables
# TNAP activators: human TNAP enzyme activators, primary screen, biochemical, luminescent, no phosphate acceptor, uHTS (AID 1001); purified TNAP, luminescent activation assay, no phosphate acceptor; higher activation fold means a stronger effect; activation fold at 20 µM; hits with a dose series show EC50 in µM; 0.03% of 200,000 active; in the data active means activation fold from about 3, or a potency from the dose series; inactive means the rest, 99 in 100 with activation fold below about 1.6; further: many of its hits are not listed in these tables
# Active calls of the source: *; nt = not tested or not shown; [ ] = dose if it differs, or a comment. Unless noted, no stated cut-off is given here; in the data, active means inhibition above about 50%; inactive means the rest. Some of the compounds tested; count on the stated rates, not on these rows.
SMILES,LYP phosphatase,KOR beta-arrestin-1,human PMI inhibitors,KOR beta-arrestin-2,XIAP displacement,NOD1 NF-kB reporter,PMI inhibitors,NOD2 inhibition,TNAP activators
Cc1ccc(S(=O)(=O)Nc2ccc(N3CCN(C)CC3)nc2)cc1,-8%,-7.2%,16%,12%,-4.9%,-38%,3%,11%,1.1
Cc1ccc(N(Cc2cc3ccccc3[nH]c2=O)C(=O)c2cccs2)cc1,12%,11%,4%,-27%,-0.3%,-34%,3%,18%,1.1
CS(=O)(=O)N1CCC(C(=O)Nc2ccccc2)CC1,-6%,-2.9%,-1%,27%,-22%,-10%,4%,6%,1.1
Cc1ccc(C(C)(C)C)c(OCCCCN2CCCC2)c1,-5%,3.2%,2%,-45%,-15%,2%,-6%,21%,1
CC(C)NC(=O)c1cccc(C(F)(F)F)c1,-7%,1.8%,-6%,-32%,-7.3%,-44%,-10%,4%,0.9
CCOc1ncccc1C(=O)OCC(=O)NCCc1ccc(OC)cc1,-7%,0.9%,-1%,30%,-3.3%,4%,2%,-9%,1.2
CCOC(=O)c1ccc(NC(=O)c2nc[nH]c2C(=O)N2CCN(C(=O)OC(C)(C)C)CC2)cc1,-1%,2.5%,nt,-5%,nt,-4%,nt,-5%,nt
CCSc1nnc(Cc2cc(=O)[nH]c(=O)[nH]2)n1-c1cc(C)ccc1C,-6%,7.5%,-10%,-16%,-7.3%,nt,-6%,nt,1
CC(C(=O)Nc1ccc(Cl)cc1)N1C(=O)NC2(CCCC2)C1=O (stereo not given),-8%,-3.4%,nt,8%,nt,-14%,nt,17%,nt
CC(C)S(=O)(=O)c1cnc(-c2ccccn2)nc1N,-2%,-0.2%,nt,33%,nt,0%,nt,24%,nt
CCN1C(=O)/C(=C\c2cn(CCC#N)nc2-c2ccc(F)cc2)SC1=S,9%,0.5%,15%,18%,-2.8%,-4%,15%,-31%,1.1
CCC(C)[C@H](NC(=O)C1CC(=O)N(c2ccc(OC)cc2)C1)C(=O)N1CCCCC1 (stereo not given in full),-13%,-4.7%,nt,-34%,nt,-30%,nt,13%,nt
O=C(NCC1CCCO1)C1CCCN(S(=O)(=O)c2ccc(F)cc2)C1 (stereo not given),-6%,2.1%,nt,13%,nt,-20%,nt,9%,nt
CCN(CC)C(=O)CN(C#N)c1nc(C)cc(C)n1,0%,3.9%,-14%,16%,-4.4%,-14%,-4%,1%,1
CCOc1ccc2nc(-c3ccccc3)nc(SCC(=O)Nc3ncc(C)s3)c2c1,0%,2.6%,7%,-37%,-5.8%,-22%,7%,5%,1.1
O=C(C[n+]1cccc(/C=N/O)c1)N(Cc1ccccc1)Cc1ccccc1,-12%,7.7%,nt,3%,nt,-1%,nt,30%,nt
CCc1ccc2c(c1)cc(C)c1nnc(SCC(=O)Nc3cc(OC)c(OC)cc3C(=O)O)n12,-7%,1.9%,4%,5%,-12%,-14%,9%,10%,1
Cc1cccc(NC(=O)CN2C(=O)S/C(=C\c3cc(C)n(C)c3C)C2=O)c1,6%,-0.7%,30%,10%,-2.0%,-16%,19%,-10%,1.1
N#Cc1ccc(CSc2nnc(NC(=O)C3CCCO3)s2)cc1 (stereo not given),-2%,-3.1%,11%,4%,-5.6%,-2%,0%,4%,1.1
O=C(Cc1ccccc1)NNC1CC(=O)N(c2ccccc2)C1=O (stereo not given),-3%,-0.4%,-1%,0%,-3.7%,-14%,1%,8%,1.1
Cc1oc(-c2ccccc2F)nc1CSCC(=O)NC1CCC(C)CC1 (stereo not given),3%,-2.0%,nt,-12%,nt,9%,nt,31%,nt
Cc1cc(C)c(C(=O)O)c(Cl)n1,-5%,-1.8%,4%,-36%,9.0%,-16%,-19%,15%,1.1
COc1cccc(OCc2cc(/C=N/n3cncn3)ccc2OC)c1,-1%,-5.0%,nt,16%,nt,-1%,nt,5%,nt
CCN1CCN(CCCNC(=O)CN2C(=O)c3cccnc3Oc3ccc(Cl)cc32)CC1,-8%,-5.9%,nt,-13%,nt,13%,nt,12%,nt
C=CCN1C(=O)CSc2ccc(C(=O)NC(C)c3ccccc3)cc21 (stereo not given),-7%,-3.3%,nt,-30%,nt,-6%,nt,9%,nt
# Following part
SMILES,LYP phosphatase,KOR beta-arrestin-1,human PMI inhibitors,KOR beta-arrestin-2,XIAP displacement,NOD1 NF-kB reporter,PMI inhibitors,NOD2 inhibition,TNAP activators
COC(=O)c1ccc(NC(=O)C(C)N2C(=O)c3ccccc3C2=O)cc1 (stereo not given),-5%,-2.8%,9%,7%,0.5%,-15%,16%,3%,1.1
CC(C)Oc1ccc2nnnn2n1,0%,3.6%,-8%,-25%,-4.8%,18%,-11%,12%,1
C=CCNC(=O)/C(C#N)=C/c1c(N(Cc2ccccc2)Cc2ccccc2)nc2ccccn2c1=O,4%,8.1%,-1%,-4%,-2.0%,5%,11%,-14%,1.5
O=C1CCCc2c1nc(-c1ccco1)n2O,-10%,-0.8%,8%,-6%,-5.8%,21%,14%,6%,1.1
CSCC(O)Cn1ncc2ccccc2c1=O (stereo not given),-4%,9.0%,nt,-1%,nt,-3%,nt,6%,nt
Cc1ccc(S(=O)(=O)NNC(=O)c2sc(=S)n(C)c2C)cc1,2%,-2.2%,-9%,-2%,-9.4%,-28%,-12%,16%,0.8
NS(=O)(=O)c1ccc(NC(=O)/C=C/c2cn(-c3ccccc3)nc2-c2cccc(Cl)c2)cc1,-14%,-0.3%,-3%,-39%[20 µM],-20%,-20%,-6%,-36%,1
Cc1ccc(C(=O)COC(=O)CNC(=O)C(c2ccccc2)c2ccccc2)cc1[N+](=O)[O-],9%,5.9%,3%,-33%,1.8%,10%,12%,1%,1.1
c1ccc(Oc2ncnc3oc(-c4ccccc4)cc23)cc1,0%,0.2%,-9%,4%,-6.0%,-11%,-1%,-11%,1.1
Cc1nc2cc(S(=O)(=O)N3CCC(C(=O)O)CC3)ccc2n1C1CCCC1,4%,0.6%,5%,9%,-1.1%,-41%,0%,-17%,1.1
Cc1cccc(N=Cc2c(O)cc(C)oc2=O)c1,-4%,-4.2%,1%,-21%,4.8%,-10%,-8%,10%,1
Cc1cccn2cc(CCNC(=O)c3ccco3)nc12,-3%,-3.2%,2%,-28%,-2.1%,-12%,2%,-12%,1
CC(C)(C)c1ccc(Oc2ccc(NC(=O)CCCC(=O)O)cn2)cc1,-3%,0.2%,nt,18%,nt,6%,nt,12%,nt
CCN1CCN(CC(=O)Nc2sc3c(c2C#N)CCC(C)C3)CC1 (stereo not given),1%,2.2%,9%,-5%,-12%,-15%,6%,18%,1.1
N#Cc1cccc(S(=O)(=O)NCC(=O)NCCCc2ccccc2)c1,-8%,2.1%,nt,14%,nt,-19%,nt,-27%,nt
COC(=O)c1ccccc1NC(=O)Cn1c(=O)n(Cc2ccccc2)c(=O)c2c(C)c(C)sc21,-6%,7.4%,-3%,-30%,-7.9%,11%,4%,6%,1.1
COc1cc2[nH]c3c(=O)n(N)c(=O)[nH]c3c2cc1OC,-3%,6.8%,nt,-46%,nt,-2%,nt,-13%,nt
Cc1c(C(=O)N2c3ccccc3Sc3ccccc32)cccc1[N+](=O)[O-],-4%,5.9%,-2%,-12%,-4.8%,34%,6%,4%,1
Nc1ccc(Oc2ccc(F)cc2)nc1,-10%,3.6%,nt,20%,nt,-5%,nt,-7%,nt
CC1SCC(=NOCc2c(Cl)cccc2Cl)CS1 (stereo not given),-1%,3.2%,nt,-1%,nt,-14%,nt,-23%,nt
COc1ccc(CCNC(=O)CSc2nccc(=O)[nH]2)cc1OC,-4%,nt,nt,-26%[20 µM],-11%,-24%,nt,4%,1.1
COC(=O)c1sccc1NC(=O)c1ccc(OC)cc1OC,-9%,13%,-16%,-33%,-6.4%,-15%,-11%,-4%,1
O=C(CN1CCN(S(=O)(=O)N2CCCCC2)CC1)Nc1cc(Cl)cc(Cl)c1,-2%,-7.0%,nt,-6%,nt,-12%,nt,7%,nt
CCCNC(=O)Nc1ccccc1C(=O)Nc1ccc(OC)cc1,0%,-2.4%,13%,23%,1.5%,0%,14%,6%,1.1
CCOc1cc(C(=O)OCc2ccc(C(=O)OC)o2)cc(Br)c1OC,-6%,5.6%,12%,2%,-12%,-9%,10%,10%,1.1
# New compounds follow:
SMILES,LYP phosphatase,KOR beta-arrestin-1,human PMI inhibitors,KOR beta-arrestin-2,XIAP displacement,NOD1 NF-kB reporter,PMI inhibitors,NOD2 inhibition,TNAP activators
O=C(c1cc2ncccn2n1)N1CCc2c([nH]c3ccccc23)C1c1ccccc1F (stereo not given),5%,nt,nt,-48%[20 µM],-1.5%,-30%,nt,7%,1.1
O=S(=O)(NCC(c1ccccc1)N1CCNCC1)c1ccc(Cl)cc1 (stereo not given),-2%,-10%,13%,-36%,-9.8%,-20%,10%,-2%,1
CCCCN(CC)S(=O)(=O)c1ccc(C(=O)Nc2nnc(COC)o2)cc1,1%,0.6%,4%,18%,-4.7%,-16%,-13%,5%,1
COc1cccc(Nc2nc(-c3ccc4c(c3)OCCO4)cs2)c1,-6%,0.0%,18%,-22%,0.0%,-109%,20%,-176%,1.1
OCCN1CCN(C(=S)c2ccc(Br)cc2)CC1,2%,-0.6%,7%,2%,-5.1%,6%,4%,13%,1.1
C=CCn1c(-c2ccc3[nH]c(C)c(C)c3c2)n[nH]c1=S,-6%,-0.6%,14%,-10%,-4.6%,-3%,17%,-19%,1.1
Cc1ccccc1N(C(=O)c1csnn1)C(C(=O)NC1CCCCC1)c1ccncc1 (stereo not given),-9%,4.1%,nt,-23%,nt,-7%,nt,-19%,nt
Cc1coc2c1c(C)cc1oc(=O)c(CC(=O)NCC(=O)O)c(C)c12,-1%,-1.9%,nt,3%,nt,-12%,nt,2%,nt
CCOc1ccccc1Oc1coc2cc(OC)ccc2c1=O,-14%,1.0%,-6%,11%,-8.9%,11%,-4%,-34%,1.1
N#Cc1ccccc1NC(=O)COC(=O)c1ccc(F)cc1F,-6%,-2.0%,nt,8%,nt,2%,nt,16%,nt
CNNC(=S)NCCC1=CCCCC1,-3%,-7.6%,nt,13%,nt,-10%,nt,8%,nt
Cc1nc2nc(C)c(NS(=O)(=O)c3cccs3)c(=O)n2[nH]1,-3%,3.9%,nt,-35%,nt,42%,nt,-5%,nt
CCOC(=O)C1(CCOC)CCN(C2C3CC4CC(C3)CC2C4)CC1 (stereo not given),-9%,-6.1%,-1%,11%,-0.2%,-28%,3%,4%,1.1
COc1ccc(NC(=O)COC(=O)c2ncc(Cl)c(Cl)c2Cl)c(OC)c1,-8%,2.1%,2%,8%,-25%,13%,7%,7%,1.1
O=C(CSc1nnc(COc2cccc3cccnc23)o1)c1ccc(F)cc1,1%,-5.7%,-4%,-13%,-6.5%,-24%,-12%,6%,1
Cc1cc(=O)oc2cc(OCC3CC(c4ccc(Cl)cc4)=NO3)ccc12 (stereo not given),-7%,-2.2%,2%,5%,-2.3%,-25%,9%,4%,1
CN(C)CCN(C(=O)c1ccc2c(c1)CCCC2)c1nc2c(F)cccc2s1,-6%,7.1%,nt,-18%,nt,-22%,nt,1%,nt

# Structural class: the compounds so far with a nitro group on carbon.
SMILES,LYP phosphatase,KOR beta-arrestin-1,human PMI inhibitors,KOR beta-arrestin-2,XIAP displacement,NOD1 NF-kB reporter,PMI inhibitors,NOD2 inhibition,TNAP activators
Cc1ccc(C(=O)COC(=O)CNC(=O)C(c2ccccc2)c2ccccc2)cc1[N+](=O)[O-],9%,5.9%,3%,-33%,1.8%,10%,12%,1%,1.1
Cc1c(C(=O)N2c3ccccc3Sc3ccccc32)cccc1[N+](=O)[O-],-4%,5.9%,-2%,-12%,-4.8%,34%,6%,4%,1

# Screens deposited in PubChem by Sanford-Burnham Center for Chemical Genomics.
